# SSB-PriA inh – inhibitors of Klebsiella pneumoniae PriA binding to SSB C-terminal tail, primary screen, biochemical, AlphaScreen; PriA–SSB C-terminal tail interaction (Klebsiella pneumoniae); hit rate 0.6% among 430,000; inhibition, % at 33 µM; AlphaScreen SSBct-PriA binding, biotinylated peptide; in the data active = inhibition mostly above about 37%, no sharp cut-off; inactive = mostly below about 20%;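 note: plate controls were negative control peptide for no effect and reference peptide for full effect; strong numbers were not always called active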
# The depositor's hits bear a star; i = inactive; & = joins results of further samples.
compound | SSB-PriA inh
CC(C)CNC(=O)CC(=O)NN=Cc1cccs1 | -8.5
O=C(Nc1cccc(-c2ccc(N3CCCC3)nn2)c1)C(c1ccccc1)c1ccccc1 | 10.0
O=C1NC(=O)c2cc(NC(=O)c3coc4ccccc4c3=O)ccc21 | -15.0
O=C(Nc1nc(-c2cccs2)c(C(=O)C(F)(F)F)s1)c1ccc(Oc2ccc(C(=O)Nc3nc(-c4cccs4)c(C(=O)C(F)(F)F)s3)cc2)cc1 | 8.0
COc1cccc(NN=C(C#N)S(=O)(=O)C(C)(C)C)c1 | 1.6
COc1ccc(C)cc1NC(=O)CC1CCCCN1S(=O)(=O)c1ccccc1 (stereo not drawn) | 24.0
O=C(NCCc1nc2ccccc2[nH]1)c1c(F)cccc1F | -3.0
Cc1ccc(-c2cc(=O)n(CC(=O)NCc3ccco3)cn2)cc1 | -4.0
O=C(NCc1ccnc(-c2ccsc2)c1)c1cc(C2CC2)on1 | -4.0
CCOc1ccc(-c2ccc(N3CCN(C(=O)c4ccc(Br)o4)CC3)nn2)cc1 | -22.0
O=c1c2cc(-c3cccs3)nn2ccn1Cc1nc(-c2cccc(C(F)(F)F)c2)no1 | -8.0
COC(=O)c1ccc(CON=Cc2ccccc2OC)cc1 | -4.1
COCCCn1c(O)c(C=C2N=C(C#N)C(=Nc3ccc(C)cc3)O2)sc1=S | 4.4
O=C(CSc1ccc(F)cc1)NCc1ccnc(-c2ccsc2)c1 | -1.0
O=C(Nc1nnc(-c2ccc(Br)s2)o1)c1ccc(S(=O)(=O)N2CCCC2)cc1 | -10.0
Cc1cc(SCC(=O)Nc2ccc(Cl)cc2)nc2ccccc12 | -5.0
CCc1nnc2c(=O)n(-c3cccc(F)c3)ccn12 | 7.0
CCCNC(=O)C(=O)NCCc1ccc2c(c1)CCCN2CC | 40.9
Cn1cccc1C(O)CCNC(=O)c1cc(Br)cs1 (stereo not drawn) | 7.0
COc1ccc(NC(=O)Cc2cc(=O)[nH]c(SCc3ccccc3F)n2)cc1OC | -22.0
COc1ccc(C(=O)Cn2nc(-c3ccco3)c3sc(N4CCOCC4)nc3c2=O)cc1OC | 10.0
Cc1cc(C)n(CCNC(=O)C2COCC(=O)N2Cc2cccs2)n1 (stereo not drawn) | -5.0
CN(Cc1c(C(=O)NN=Cc2c(F)cccc2Cl)nnn1-c1nonc1N)c1ccccc1 | -3.6
N#Cc1cc2c([nH]c1=O)CCCCC2 | -17.0
CCOC(=O)Nc1nc(CC(=O)Nc2ccc(F)c(Cl)c2)cs1 | -12.0
O=C(NC(=S)Nc1ccc(Oc2ccccc2)cc1)c1ccco1 | -15.0
O=C(NC(=S)NC1CCSC1=O)c1ccc(Br)o1 (stereo not drawn) | 4.0
CC(=NNc1cc(C)nc(-c2ccccc2O)n1)c1ccccc1 | -37.0
N#CCc1nc(-c2ccco2)cs1 | -20.0
O=C1CCc2cc(NC(=O)Nc3ccc(Cl)c(Cl)c3)ccc2N1 | -2.0
CCOC(=O)N1CCN(C(=O)CSc2nnc(NC(=O)Nc3ccc(C)cc3)s2)CC1 | -11.0
CO[C@@](C)(CNS(=O)(=O)c1c(C)nn(C)c1C)c1cccc(Cl)c1 | -8.0
O=C(Nc1cnc(N2CCN(c3ccccc3)CC2)nc1)c1cnccn1 | -5.0
NNCc1ccc(F)cc1 | 1.0
Cn1ccc(/C=N/N=C2NC(=O)CS2)n1 | i
O=C(NC[C@H](O)c1cccs1)C1CC1 | -7.0
CC(Oc1ccccc1)C(=O)N1CCC(c2nnc(C(C)C)o2)CC1 (stereo not drawn) | -13.0
Cc1ccc(Cl)cc1NC(=O)Cn1cnc2c(sc3cccc(F)c32)c1=O | -19.0
CC(C)C(C(=O)Nc1nc(-c2ccc(S(=O)(=O)N3CCOCC3)cc2)cs1)N1C(=O)c2ccccc2C1=O (stereo not drawn) | 7.0&2.0
COc1cccc(C(=O)NN=C2SCC(=O)N2CCc2ccc(OC)c(OC)c2)c1 | -2.0
CCOC(=O)[C@H](C)Oc1cccc2c(=O)n(CC(=O)Nc3ccccc3C(F)(F)F)ccc12 | -16.0
Nc1scc2c(C(=O)NN=Cc3ccc(Cl)cc3)nn(-c3ccccc3)c(=O)c12 | -4.5
Cc1ccc(CN=Cc2c(NCc3ccc(C)cc3)nc3ccc(C)cn3c2=O)cc1 | -2.0
COc1ccc(-c2cc3c(=O)[nH]nc(SCc4ccc(N5CCCC5=O)cc4)n3n2)cc1OC | -18.0
Cc1[nH]c(=O)n(C)c(=O)c1CCC(=O)N1CCCc2ccccc21 | -5.0
O=[N+]([O-])c1c(NCCCO)cc(NCc2ccc3c(c2)OCO3)c2nonc12 | 20.0
CC(=O)N1CCCc2cc(S(=O)(=O)N3CCN(c4ccc5nncn5n4)CC3)ccc21 | -6.0
Cc1ccc(C)c(CN2CCCN(CC(=O)Nc3cccc(C(F)(F)F)c3)S2(=O)=O)c1 | -11.0
C/C(C=NN1C(=O)CSC1=S)=C\c1ccccc1 | -0.2
COc1cccc(N2CC(C(=O)NCCn3ccc(C(F)(F)F)n3)CC2=O)c1 (stereo not drawn) | 4.0
Cc1ccc(C)c(N2CCN(S(=O)(=O)CCN3C(=O)CCCC3=O)CC2)c1 | -15.0&3.0
COCCn1nnn(-c2ccc(NC(=O)c3ccc(OC(F)(F)F)cc3)cc2)c1=O | -14.0
O=C1NCCN1C(=O)N1CCC(c2ccsc2)CC1 | -4.0
COC(=O)C1CC(OC)CN1S(=O)(=O)c1cc(F)ccc1OC (stereo not drawn) | 13.0
CCON=C(C)c1c(O)cc(-c2ccccc2)n(-c2ccccc2)c1=O | -2.8
O=C(CSc1nc(=O)n(Cc2ccncc2)c2c1CCC2)c1ccccc1 | 5.0
Cc1ccc(C=NNC(=O)c2ccccc2OCc2ccc(F)cc2)o1 | 1.4
O=C(Cc1c(F)cccc1Cl)N1C2C=CCC1CC2 (stereo not drawn) | 3.0
Fc1ccccc1N1CCN(c2nccn3nc(-c4ccc(Cl)cc4)cc23)CC1 | 5.0
Cn1c(O)c(C=CC=Nc2ccccc2)c(=O)n(C)c1=O | -2.2

# Single entries from the list:
# Entry of O=C1NCCN1C(=O)N1CCC(c2ccsc2)CC1 in SSB-PriA inh: -4.0
# Entry of CC(Oc1ccccc1)C(=O)N1CCC(c2nnc(C(C)C)o2)CC1 (stereo not drawn) in SSB-PriA inh: -13.0

# The list goes on:
compound | SSB-PriA inh
O=c1[nH]c2n[nH]c(=S)n2c2c1CCCC2 | 18.0
O=C(Cn1cc(S(=O)(=O)Cc2ccccc2Cl)c2ccccc21)N1CCc2ccccc2C1 | 25.0
O=C(Cn1nc2ccc(SCc3ccc(Cl)cc3)nn2c1=O)Nc1ccc2c(c1)OCO2 | -11.0
CON=CCC(=O)c1ccc(OC)cc1 | -11.9
O=C(C1CC1)N1CCc2ccc(NS(=O)(=O)c3cc(F)ccc3F)cc2C1 | -3.0
O=C(NCc1ccsc1)C(=O)NCc1ccccc1Cl | -3.0
COc1ccc(Cl)cc1NC(=O)NCCN1CCN(c2ccccc2F)CC1 | -12.0
O=S(=O)(NCCc1cn2ccsc2n1)c1cccs1 | 0.0
COc1ccc(CC(=O)NCc2nnc(SCC(=O)Nc3nnc(C)s3)n2-c2ccccc2OC)cc1 | -30.0
CCCCNC(=S)N(C)N=Cc1ccc(OCC(=O)Nc2c(C)cc(C)cc2C)c(OC)c1 | -7.2
O=C(NC1CCCc2ccccc21)C1CCc2nc[nH]c2C1 (stereo not drawn) | -3.0
CCN1CCN(S(=O)(=O)CCNC(=O)c2ccccc2F)CC1 | -4.0
CCOc1ccccc1C(=O)NCC[C@H](O)c1ccccc1 | 43.0*
CO[C@@]1(CNC(=O)c2cccc(N(C)C)c2)CCSC1 | -8.0
CN(C)S(=O)(=O)c1ccc(C(=O)Oc2ccc3nc(N4CCN(c5ccccc5)CC4)sc3c2)cc1 | -6.0
COc1ccc(C(=O)NCc2nnc(SCC(=O)Nc3cc(C(F)(F)F)ccc3Cl)n2-c2ccc(Br)cc2)cc1OC | 15.0
CCOC(=O)c1oc2ccccc2c1NC(=O)C1CCN(S(=O)(=O)c2ccc(OC)cc2)CC1 | -1.0
CC1(C)Oc2ccc3ccc(=O)oc3c2C(=CO)C1=O | 2.8
O=C(CSc1ncnc2c1cnn2-c1ccc(Cl)cc1)Nc1ccc2c(c1)OCCO2 | 0.0
C=CCn1c(=NC(=O)CN2C(=O)CCC2=O)sc2cccc(C)c21 | 14.0
O=C(c1ccccc1)N1CCc2ccc(NS(=O)(=O)c3ccc(Cl)cc3)cc2C1 | 1.0
COc1ccc(-c2nnc3ccc(OCCNC(=O)C4CCCC4)nn23)cc1 | -2.0
Clc1ccc(CSc2nccn3nc(-c4ccccc4)cc23)cc1 | -10.0
COc1ccc(CC(=O)Nc2ccc3c(c2)CN(C(=O)c2ccco2)CC3)cc1 | -15.0
COc1ccc(-c2ccc(=O)n(CCCC(=O)NC(C)c3ccccc3)n2)cc1 (stereo not drawn) | 2.0
COC(=O)c1ccc(NC(=O)Cn2cc(-c3ccc(C)cc3)c(N(C)C)n2)cc1 | -6.0
Cc1ccc(NC(=O)CCC(=O)NN=Cc2cccnc2)cc1 | -5.9
COc1ccccc1-n1c(O)c(C=C2C=Nc3ccccc32)c(=O)[nH]c1=O | -4.1
Cn1c(=O)[nH]c(=O)c2c1nc(Br)n2CCSc1nc2ccccc2s1 | 10.0
CCN1C(=O)Cc2cc(NC(=O)COc3ccccc3F)ccc21 | 7.0

# Next section:
SMILES	SSB-PriA inh
COc1ccc(OC)c(C=NNC(=O)c2ccc(=O)[nH]n2)c1	-22.2
Cc1ccccc1OCC(=O)NN=C/C=C/c1ccccc1	-11.6
C[C@@H](CCc1ccccc1)NC(=O)c1cc(=O)c(OCc2ccc(F)cc2)cn1C	-14.0
O=C(NCCn1ccnc1-c1ccccn1)C1(c2ccccc2)CCOCC1	19.7
O=C(N1CC(Oc2nccs2)C1)C1(c2cccs2)CCCC1	5.0
COc1cc(OC)c(C(=O)NN=Cc2ccoc2)cc1OC	1.0
O=C(CN1C(=O)/C(=C/c2ccc(Cl)cc2)SC1=S)NCCc1c[nH]c2ccccc12	9.0
COc1ccc(OCCN)cc1	4.0
CCOc1ccc(S(=O)(=O)NC[C@](C)(O)COC)cc1F	-2.0
COc1ccc(NC(=O)CN2CCC(C(=O)NCc3ccco3)CC2)c(OC)c1	1.0
O=C(NCC#CCN1CCOCC1)Nc1cccs1	24.0
O=C(NN=Cc1cccnc1)c1ccc(Cn2cc([N+](=O)[O-])cn2)o1	4.2
O=c1c(-c2nc(-c3ccccc3Cl)no2)cccn1Cc1noc(-c2cccc(F)c2)n1	-15.0
Nc1c(-c2ccccc2)nc2ccccn12	13.0
COc1ccc(OC)c(-c2nnc(NC(=O)COc3ccc(F)cc3)o2)c1	-9.0&11.0
COc1ccc(C(OC(=O)c2ccccc2F)c2nccc3ccccc23)cc1 (stereo not drawn)	-15.0
CCOC(=O)c1ccccc1NC(=O)c1c[nH]c(=O)n(-c2ccc(C)cc2)c1=O	-13.0
COc1ccc(C(O)=C2C(=O)C(=O)N(CCCC(=O)O)C2c2ccc(OC)c(OC)c2)cc1 (stereo not drawn)	-26.7
COc1ccc(N2CC(NC(=O)CC(c3ccccc3)c3ccccc3)CC2=O)cc1 (stereo not drawn)	-8.0
COc1ccc(-c2nnc3ccc(SCc4ccccn4)nn23)cc1	-10.0
COc1cccc(C2SCCN2C(=O)c2ccccc2C)c1 (stereo not drawn)	-5.0
COc1ccc(C(=O)NNC(C)=CC(=O)C(F)(F)C(F)(F)C(F)(F)F)cc1	-5.9
COc1ccc(CCNC(=O)c2scc(-c3ccc(F)cc3)c2-n2cccc2)cc1OC	4.0
O=C(NN=Cc1ccc(-c2cccc(C(F)(F)F)c2)o1)c1ccccc1Br	7.3
COCCN1CCC(CNC(=O)C(=O)Nc2cccc(Cl)c2C)CC1	-13.0

# Among those listed so far, 7 have bromine:
SMILES	SSB-PriA inh
CCOc1ccc(-c2ccc(N3CCN(C(=O)c4ccc(Br)o4)CC3)nn2)cc1	-22.0
O=C(Nc1nnc(-c2ccc(Br)s2)o1)c1ccc(S(=O)(=O)N2CCCC2)cc1	-10.0
Cn1cccc1C(O)CCNC(=O)c1cc(Br)cs1 (stereo not drawn)	7.0
O=C(NC(=S)NC1CCSC1=O)c1ccc(Br)o1 (stereo not drawn)	4.0
COc1ccc(C(=O)NCc2nnc(SCC(=O)Nc3cc(C(F)(F)F)ccc3Cl)n2-c2ccc(Br)cc2)cc1OC	15.0
Cn1c(=O)[nH]c(=O)c2c1nc(Br)n2CCSc1nc2ccccc2s1	10.0
O=C(NN=Cc1ccc(-c2cccc(C(F)(F)F)c2)o1)c1ccccc1Br	7.3

# Remaining list, next part
SMILES	SSB-PriA inh
O=C(C=NO)NCc1cccnc1	-8.3
CC(C)CCN1C(=O)C(C)(C)COc2ccc(NS(C)(=O)=O)cc21	1.0
O=C(Nc1c(C(=O)Nc2ccc3c(c2)OCO3)oc2ccccc12)c1cccc(F)c1	0.0
COC(C(=O)NN=C(C)CC(=O)Nc1ccc(Cl)cc1C)c1ccccc1 (stereo not drawn)	-3.5
COc1ccc(C2CC2C(=NO)c2ccccc2)cc1 (stereo not drawn)	3.2
Cc1nc(S(=O)(=O)NC2CCC(Oc3nccnc3C#N)CC2)cn1C (stereo not drawn)	-10.0
COCCN1CCC(CNC(=O)C(=O)Nc2cccc(SC)c2)CC1	0.0
COc1ccc(S(=O)(=O)NC(C)Cc2cccs2)cc1Cl (stereo not drawn)	-9.0
CC(C)(Oc1ccc(Cl)cc1)C(=O)NCC(C)(O)c1cc2ccccc2s1 (stereo not drawn)	-4.0
Cc1oncc1C(=O)Nc1ccc2c(c1)CN(C(=O)C1CC1)CC2	-3.0
CC(=O)C(C(=N)N1CCN(c2cccc(Cl)c2)CC1)=C(C)O	-0.6
COc1ccc(C)cc1NC(=O)CN1CCCN(Cc2cc(C)ccc2C)S1(=O)=O	4.0
O=C(NCC1CCN(C(=O)c2cccnc2)CC1)C(=O)Nc1ccc2c(c1)OCCO2	-4.0
Cc1cc(C(=O)Nc2c3c(nn2-c2nc4ccccc4s2)CCC3)no1	-4.0
CS(=O)(=O)c1ccc2nc(N3CCN(C(=O)C4CC4)CC3)sc2c1	-9.0
Cc1ccc(-c2cc(=O)n(CC(=O)N3CCN(CCc4ccccc4)CC3)cn2)cc1	-1.0
CCC(=NN1CCCCC1)c1c(O)[nH]c(=O)[nH]c1=O	4.0

# Screening results (PubChem)

# An excerpt, so the mix of outcomes need not match the whole.
